# UCHL1 block = inhibitors of human UCHL1 deubiquitinase; Ubiquitin carboxyl-terminal hydrolase isozyme L1 (Homo sapiens), P09936; purified UCHL1, Ub-rhodamine cleavage fluorescence; inhibition, % at 20 µM; hit rate 0.2% among 47,000
# OTUD3 block = inhibitors of human OTUD3 deubiquitinase | AID 1645858, 2021 | purified OTUD3, Ub-rhodamine fluorescence, 2 h | inhibition, % at 25 µM | hit rate 0.7% among 47,000
# USP8 inh = inhibitors of human USP8 deubiquitinase; inhibition, % at 20 µM; Ubiquitin carboxyl-terminal hydrolase 8 (Homo sapiens), P40818; hit rate 4.2% among 47,000; purified USP8, Ub-rhodamine cleavage fluorescence, 30 min
# USP7 inh = inhibitors of human USP7 deubiquitinase; Ubiquitin carboxyl-terminal hydrolase 7 (Homo sapiens), Q93009; purified USP7, Ub-rhodamine cleavage fluorescence; inhibition, % at 20 µM; hit rate 0.3% among 47,000
# Target sequence (Q93009 whole entry, looked up): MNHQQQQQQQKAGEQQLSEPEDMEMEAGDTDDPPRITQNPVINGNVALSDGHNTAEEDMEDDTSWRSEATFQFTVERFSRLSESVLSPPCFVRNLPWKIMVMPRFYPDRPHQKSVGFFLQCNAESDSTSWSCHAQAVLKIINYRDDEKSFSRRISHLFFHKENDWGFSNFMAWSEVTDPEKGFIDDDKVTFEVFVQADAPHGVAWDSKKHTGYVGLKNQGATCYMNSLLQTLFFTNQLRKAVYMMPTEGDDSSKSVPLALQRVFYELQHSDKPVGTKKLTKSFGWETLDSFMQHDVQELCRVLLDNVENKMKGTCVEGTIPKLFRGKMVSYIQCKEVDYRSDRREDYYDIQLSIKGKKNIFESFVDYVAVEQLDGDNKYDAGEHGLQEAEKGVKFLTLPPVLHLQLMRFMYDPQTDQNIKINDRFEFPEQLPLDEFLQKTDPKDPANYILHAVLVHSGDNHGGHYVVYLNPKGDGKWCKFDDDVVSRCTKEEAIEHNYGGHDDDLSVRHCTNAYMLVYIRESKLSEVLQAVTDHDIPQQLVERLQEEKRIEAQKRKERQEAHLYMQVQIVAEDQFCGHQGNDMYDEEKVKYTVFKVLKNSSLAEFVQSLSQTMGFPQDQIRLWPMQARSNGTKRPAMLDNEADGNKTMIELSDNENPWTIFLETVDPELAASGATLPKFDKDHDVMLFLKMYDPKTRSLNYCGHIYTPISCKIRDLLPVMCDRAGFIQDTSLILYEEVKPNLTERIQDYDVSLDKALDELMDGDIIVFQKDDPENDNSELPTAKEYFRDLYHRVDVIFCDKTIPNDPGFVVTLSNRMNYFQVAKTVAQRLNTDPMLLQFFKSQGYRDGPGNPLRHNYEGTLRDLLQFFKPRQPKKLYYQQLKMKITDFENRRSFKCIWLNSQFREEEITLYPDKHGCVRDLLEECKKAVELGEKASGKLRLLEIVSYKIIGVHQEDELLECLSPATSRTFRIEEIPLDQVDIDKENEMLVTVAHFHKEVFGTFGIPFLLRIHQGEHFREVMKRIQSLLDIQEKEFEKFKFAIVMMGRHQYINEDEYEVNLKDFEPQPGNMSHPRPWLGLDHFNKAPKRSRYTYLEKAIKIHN
# USP17 inh = inhibitors of human USP17 deubiquitinase; Ubiquitin carboxyl-terminal hydrolase 17-like protein 5 (Homo sapiens), A8MUK1; purified USP17, Ub-rhodamine cleavage fluorescence, 3 h; inhibition, % at 50 µM; hit rate 6.5% among 47,000
# USP28 block = inhibitors of human USP28 deubiquitinase. hit rate 3% among 47,000. inhibition, % at 25 µM. AID 1645857, 2021. purified USP28, Ub-rhodamine cleavage fluorescence, 30 min
# USP10 block = inhibitors of human USP10 deubiquitinase. Ubiquitin carboxyl-terminal hydrolase 10 (Homo sapiens), Q14694. purified USP10, Ub-rhodamine fluorescence, 60 min. inhibition, % at 20 µM. hit rate 1.1% among 47,000. AID 1645856, 2021
# USP30 block = inhibitors of human USP30 deubiquitinase | Ubiquitin carboxyl-terminal hydrolase 30 (Homo sapiens), Q70CQ3 | inhibition, % at 25 µM | purified USP30, Ub-rhodamine cleavage fluorescence | hit rate 5.3% among 47,000 | AID 1645860, 2021
# * marks the source's active call; other numbers are inactive results; i = inactive; · = not tested or not shown. No stated cut-off is given here; in the data, active means inhibition above about 30%; inactive means the rest. No enrichment for hits, and some 14% of all compounds hit somewhere here.
SMILES	USP17 inh	USP28 block	OTUD3 block	USP30 block	USP10 block	UCHL1 block	USP8 inh	USP7 inh
Cc1cn[nH]c1C1CCN(C(=O)c2cc(C3CCCCC3)no2)C1 (stereo not drawn)	0	1	6	8	3	1	2	2
COc1cccc(OC2=C(Cl)C(=O)N(c3cccc(C)c3C)C2=O)c1	-37	·	-3	·	-5	-3	-7	-2
CCCCC/C=C/C=C/C(=O)OC1C(O)CC(c2ccc3c(c2O)C(=O)c2c(O)cc4cc(C)cc(O)c4c2C3=O)OC1C (stereo not drawn)	88*	36*	25	26	27	19	57*	-1
CC(C)CCN1C[C@H]2CCN(C(=O)c3ccccc3)CC[C@H]2S1(=O)=O	0	9	3	8	1	3	4	7
CN1CCc2onc(-c3cccc(CN)c3)c2C1=O	10	11	11	-49	0	1	-12	3
CC(C)c1ccc(NC(=O)Cc2csc(COc3ccccc3)n2)cc1	4	5	8	-20	4	0	9	8
Cc1cc(-c2cnc(N3CCCC(C)C3)nc2C2CCN(C(=O)/C=C\C(=O)O)CC2)on1 (stereo not drawn)	-10	6	-2	5	-1	-1	1	-45
COc1cccc(C(C)NC(=O)c2ccc(-c3ccc(N4CCCC4)nn3)cc2)c1 (stereo not drawn)	-5	-5	0	-6	0	-7	0	-2
Cc1cnc(C(=O)N2CCC3(CC2)CCN(CC2CC2)C3=O)cn1	-17	0	6	-6	-1	-1	-52	0
CC(=O)N1CCc2c(sc(NC(=O)c3cccc(Cl)c3)c2C#N)C1	-10	·	-2	·	-3	-17	-19	-14
N#Cc1cccc(C(=O)N(CCc2ccccc2)C2CCN(CCc3ccc(Cl)cc3)CC2)c1	-6	-8	1	-30	-3	2	6	3
CCNc1nc2c(c(=O)[nH]c(=O)n2C)n1CC(O)COc1cccc(C)c1 (stereo not drawn)	9	-3	-6	21	-2	-1	-12	-2
O=C(Cc1ccc(Cl)cc1)N1CCC2(CN(Cc3cccc(Cl)c3)C2)C1	-2	3	3	9	2	4	0	-18
O=C(NC1CC1)c1ccc2onc(-c3coc(-c4ccccc4)n3)c2c1	24	5	12	38*	11	1	0	5
O=C(c1snc2c(=O)n(C3CC3)c(=O)[nH]c12)N1CCc2ccccc2C1	12	6	14	22	2	4	20	1
CC(=O)c1sc(NC(=O)c2cccc(S(=O)(=O)Nc3ccccc3F)c2)nc1-c1ccccc1	32*	10	10	27	27	5	17	14
COc1ccc(C(=O)Nc2cc(F)c3nc(N4CCOCC4)ccc3c2)c(OC)c1	73*	0	-13	-127	-11	6	78*	-16
COc1ccc(Cn2ccc3nc(N4CCCCC4)ncc3c2=O)cc1	71*	15	19	28	6	4	7	8
COc1ccc(C(=O)N2CCCC3(C2)Nc2cccnc2NC3=NC2CCCC2)cn1 (stereo not drawn)	-181	-199	-174	i	-3	-12	-249	-13
CC(C)CNS(=O)(=O)c1ccc(N2C(=O)CCS2(=O)=O)cc1	0	-5	8	0	1	0	-6	3
CN(C)c1cc(C(=O)NCCN2CCOCC2)nc2ccnn12	-5	-2	-7	-27	-1	-2	-8	0
CC(C)CC(=O)N1C[C@@H]2CCN(c3ncccn3)C[C@@H]2C1	-138	-121	-105	-474	-4	-45	-115	-47
COc1ccc2[nH]c3c(c2c1)CCN1C(=O)N(c2ccccc2C(=O)NCc2ccccc2OC)C(=O)[C@]31C	·	11	7	14	5	10	5	11
CCCNS(=O)(=O)c1cc(-c2nc(C)c(C(=O)N3CCCC3)s2)n(C)c1	-3	-7	0	-3	-1	-3	-2	-2
O=C(c1ccco1)N(Cc1ccccc1Cl)c1ccccn1	2	11	9	16	0	2	1	-1
COc1ccc(N(CC(=O)NCc2ccc(Cl)cc2Cl)S(=O)(=O)c2ccccc2[N+](=O)[O-])c(OC)c1	1	9	11	13	4	6	-11	-5
Cc1cc(NCC2CCCO2)n2nc(-c3cccc(Cl)c3)c(C)c2n1 (stereo not drawn)	26	7	7	22	5	10	6	4
Cc1ccc(-c2ncc(NC(=O)COc3ccc(F)cc3)cn2)cc1	4	11	2	12	4	-3	27	4
COCCN(C1CCN(Cc2ccccc2S(C)(=O)=O)CC1)S(=O)(=O)c1cccc2cccnc12	-36	-19	-15	-44	-5	-1	-2	-2
COc1cc(OC)c(NC(=O)CCN(c2ccccc2)S(=O)(=O)c2ccc(C)cc2)cc1Cl	-18	-9	-1	-2	0	-1	-3	1
Cc1cccc(C(=O)Nc2c(C)nc3ccccn3c2=O)c1	14	6	9	15	-2	4	17	0
CC(=O)Nc1cccc(C(=O)Nc2ccc(Cn3cncn3)cc2)c1	0	-4	1	-51	0	1	9	2
CCCNC(=O)Cn1c(-n2nc(C)cc2C)nc2c(c1=O)CCCC2	2	0	4	12	-1	0	-2	0
COC(=O)c1sc(-c2ccccc2)cc1NC(=O)c1ccc(C)cc1	9	0	8	10	1	-1	3	-13
Nc1nccc(-c2cc(-c3cccc(C(F)(F)F)c3)no2)n1	26	·	0	·	0	0	2	-5
COc1ccccc1C1CC(=O)N(c2ccccc2)C2=C1C(=O)OC2 (stereo not drawn)	4	3	9	23	0	0	-62	-39
Cc1ccc(NC(=O)Nc2ccc(C)n(CC(=O)Nc3ccc(C)cc3C)c2=O)cc1	79*	53*	74*	74*	63*	0	69*	37*
CCc1cccc(NC(=O)c2cc(-c3cccc(OC)c3)n[nH]2)c1	23	17	8	1	6	5	19	6
Cn1cc(C(=O)NCCc2ccccc2)c(=O)c2cc(S(=O)(=O)N3CCCC3)ccc21	14	10	13	27	-2	5	14	-6
CN(C(=O)c1cccnc1-c1nc2ccccc2s1)c1ccccc1	0	5	4	19	1	2	-21	0

# Complete entries, looked up by structure. Order of values: USP17 inh | USP28 block | OTUD3 block | USP30 block | USP10 block | UCHL1 block | USP8 inh | USP7 inh
# Cc1ccc(-c2ncc(NC(=O)COc3ccc(F)cc3)cn2)cc1 across the screens: 4 | 11 | 2 | 12 | 4 | -3 | 27 | 4
# CCc1cccc(NC(=O)c2cc(-c3cccc(OC)c3)n[nH]2)c1 across the screens: 23 | 17 | 8 | 1 | 6 | 5 | 19 | 6
# CN(C(=O)c1cccnc1-c1nc2ccccc2s1)c1ccccc1 across the screens: 0 | 5 | 4 | 19 | 1 | 2 | -21 | 0
# COc1ccccc1C1CC(=O)N(c2ccccc2)C2=C1C(=O)OC2 (stereo not drawn) across the screens: 4 | 3 | 9 | 23 | 0 | 0 | -62 | -39
# COc1ccc(N(CC(=O)NCc2ccc(Cl)cc2Cl)S(=O)(=O)c2ccccc2[N+](=O)[O-])c(OC)c1 across the screens: 1 | 9 | 11 | 13 | 4 | 6 | -11 | -5

# Retrieved by structure from the list above, two records:
SMILES	USP17 inh	USP28 block	OTUD3 block	USP30 block	USP10 block	UCHL1 block	USP8 inh	USP7 inh
CCCNS(=O)(=O)c1cc(-c2nc(C)c(C(=O)N3CCCC3)s2)n(C)c1	-3	-7	0	-3	-1	-3	-2	-2
COCCN(C1CCN(Cc2ccccc2S(C)(=O)=O)CC1)S(=O)(=O)c1cccc2cccnc12	-36	-19	-15	-44	-5	-1	-2	-2

# Continued.
SMILES	USP17 inh	USP28 block	OTUD3 block	USP30 block	USP10 block	UCHL1 block	USP8 inh	USP7 inh
O=S(=O)(Nc1ccc2[nH]ncc2c1)c1ccc(Cl)cc1F	19	5	11	7	1	4	37*	-3
CC(C)c1nc(CN2CCCC2Cn2cccn2)no1 (stereo not drawn)	-13	0	7	-27	-5	-3	-19	1
CNC(=O)c1cnn2c(C3CCCCN3C(=O)CC(C)(C)C)ccnc12 (stereo not drawn)	15	4	18	19	3	2	19	3
Cc1c(Cc2ccccc2)sc(NC(=O)c2ccc(Cl)cc2)c1C(N)=O	33*	-11	-9	-33	5	-3	-13	0
COc1ccc(OC)c(CN2CCC(C(=O)N3CCN(c4ccccc4)CC3)CC2)c1	0	3	-1	-1	0	2	3	0
O=C(CC1C(=O)N(Cc2ccccc2)c2nc3ccccc3n21)Nc1ccccc1 (stereo not drawn)	21	13	6	9	5	6	24	-70
CC(C)CC(=O)N1C[C@@H]2c3nc(Nc4ccccc4)ncc3CS(=O)(=O)[C@@H]2C1	11	2	7	18	1	3	18	0
C[C@]12CN(CCN3CCCC3)C[C@H]1NC(=O)c1ccccc1C2=O	-7	-12	-3	-13	-3	-4	-3	0
O=c1[nH]ccc(=S)[nH]1	7	5	12	26	3	-1	-4	1
CCN(CCO)c1ccc(NC(=O)c2ccccc2)c(C)c1	-7	-1	0	1	0	-1	0	2
Cc1cn2c(=O)cc(COC(=O)c3ccc(NC(=O)c4ccccc4)cc3)nc2s1	39*	-8	9	-41	0	4	1	4
c1ccc2nc(-c3cnccn3)ccc2c1	0	5	11	9	1	2	2	-4
O=C(N1CCCCC1)C1(Cc2ccccc2-c2cccnc2)CCOCC1	10	18	10	19	0	0	10	2
Cc1cccc(NC(=O)Cn2ccc3ccc(-c4nnc(C)o4)cc32)n1	-7	-6	-6	-31	-4	-1	22	-3
CCCC1Cc2c(sc3nc(SCc4ccc(F)cc4)nc(N)c23)CO1 (stereo not drawn)	0	4	-3	0	16	-1	7	-12
COC(=O)CC[C@H]1CNC(=O)[C@@H]2[C@@H](CCN2Cc2ccc(C)cc2)N1C	-30	16	10	-9	-3	2	5	-6
COc1cc(OC)cc(C(=O)Nc2n[nH]c(C)c2-c2cccc(C)c2)c1	-9	27	1	16	2	6	-39	4
CC(=O)Nc1cccc(-c2nc(-c3ccc(NS(=O)(=O)c4ccccc4)cc3)no2)c1C	-34	-40	-30	-95	-10	-10	-28	-17
Cc1ccc2[nH]c(C3CCCN(C(=O)CCCn4ccnc4)C3)c(-c3ccncc3)c2c1 (stereo not drawn)	-20	-15	-9	-11	-2	0	-61	-5
O=C(NCCN1CCCCC1)C1CCN(c2cnc3nccnc3c2)CC1	-159	-122	-88	-386	-6	-30	-16	-29
Cc1ncsc1CN1CCC(c2nccnc2-c2ncc[nH]2)CC1	0	4	8	-4	-6	1	-1	1
O=C1NCCCCC1NS(=O)(=O)c1ccc(Cl)cc1 (stereo not drawn)	1	2	1	2	5	3	-1	2
O=C(Nc1ccccc1)Sc1ccccc1Cl	-1	7	-5	0	4	1	3	-24
O=C(NCc1ccc(-c2nc(C3CC3)ncc2-c2ccccn2)cc1)c1cccnc1	2	5	6	22	-1	1	14	1
O=C(NC1CCCC1)N1C[C@H]2C[C@H]3[C@](C1)(CN(Cc1ccncc1)S3(=O)=O)O2	6	6	6	3	5	2	8	9
COc1ccc(CNC(=O)c2cc(S(=O)(=O)N3CCOCC3)ccc2C)cc1	-11	-7	2	1	1	0	-1	-1
O=C1NC2(CCC(=O)N(CC(=O)N3CCN(C4CCCC4)CC3)CC2)Nc2ccccc21 (stereo not drawn)	13	6	5	26	6	-1	13	2
O=c1c2[nH]c3ccc(Br)cc3c2ncn1CCCO	27	-1	-2	10	0	-58	4	-2
Cc1cccc2c1N(C(=O)Nc1ccc(OCc3ccccc3)cc1)CCC2	15	7	17	16	8	1	23	11
CCn1c(SCC(=O)Nc2ccc3c(c2)OCCO3)nnc1C(C)C	7	21	8	10	1	2	8	5
COc1ccc(C(C)=O)c2cc(C#N)oc12	30*	-2	0	2	2	-38	7	-3
Cc1cc(=O)[nH]c(NC2CCN(S(=O)(=O)c3ccccc3C(F)(F)F)CC2)n1	-12	11	5	-4	-1	2	-5	5
COc1ccc(NC(=O)N2CCCCCC2c2cccs2)cc1OC (stereo not drawn)	2	·	0	·	0	3	3	3
O=C1CC(C(=O)Nc2ccccc2Cl)n2nc(-c3ccccc3)cc2N1 (stereo not drawn)	72*	9	13	27	4	0	31*	8
COc1ccc(-c2cc(C(=O)N3CCc4ccccc4C3)[nH]n2)cc1	9	11	1	19	10	1	15	7
C=C1C=C(CCC(=O)O)C(=O)OC1/C=C/C=C/C (stereo not drawn)	101*	99*	96*	80*	95*	81*	98*	78*
CCOc1cc(CNC(=O)Cc2c(C)n[nH]c2C)ccc1OC	0	0	0	2	-1	1	-4	2
Cc1cc(C)c2c(n1)sc1c(=O)n(CCC(C)C)cnc12	9	1	7	8	4	4	6	-16
Cc1ccc(CN2C(=O)NC3(CCN(C(=O)COc4ccccc4)CC3)C2=O)cc1	14	5	7	21	2	4	18	-13
CCc1cc2c3c([nH]c2cc1S(=O)(=O)N1CCCCC1)CC(C)(C)CC3=O	13	12	15	23	8	9	-22	2
Cc1cc(Nc2cnccn2)cc(C2CCCN(C(=O)c3c(C)cc(C)n(C)c3=O)C2)n1 (stereo not drawn)	0	9	0	18	0	0	11	5

# Compound activity deposited in PubChem BioAssay by Dana-Farber Cancer Institute and Novartis Institutes for BioMedical Research (Cambridge, Mass).
